HTRA1 inh: inhibitors of human serine peptidase HTRA1; Q92743; recombinant HTRA1, FP-rhodamine activity-based probe, fluorescence polarization; inhibition, % at 5.96 µM; actives 0.5% (n = 340,000); in the data active = inhibition above about 36%;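 note: 0% = enzyme with DMSO and 100% = wells lacking enzyme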
LEDGF integ inh: blocks HIV-1 LEDGF/p75-dependent DNA integration; inhibition, % at 3.7 µM; actives 0.64% (n = 370,000); TR-FRET IN-LEDGF/p75 DNA integration, Eu/Cy5;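 active = inhibition above the screen-wide mean plus 3 SD, cut at about 13% in these data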;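 note: signal is the Cy5 over europium emission ratio at 671 and 618 nm; 0% = plate median of compound wells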
mABHD4 FP: ABHD4 (mouse) inhibition, primary FP screen | actives 0.54% (n = 370,000) | purified mABHD4, FP-Rh probe fluorescence polarization | inhibition, % at 8.92 µM;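 active = inhibition exceeding the mean over every tested compound plus 3 SD, cut at about 30% in these data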;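 note: 0% = plate median of compound wells and 100% = S159A mutant with DMSO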
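Doses – 8.92 µM, single dose · Material – wild-type mouse ABHD4 protein · Replication – single well per compound (singlicate) · Measure – percent inhibition of probe binding, normalized to plate controls · Schedule – 45 min compound pre-incubation plus 60 min probe step, 25 °C · Detection – fluorescence polarization with parallel and perpendicular emission, 525/598 nm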
Rev-erbA mod: modulators of human Rev-erb alpha DNA binding. P20393. Rev-erbα–FITC-DNA binding, fluorescence polarization, 90 min. actives 0.79% (n = 370,000). activity, % at 10 µM;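 active = activity above about 14%, limit read from the data; passing the limit was not always enough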;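 note: 0% = DMSO wells with 35 nM protein and 100% = DMSO wells with 750 nM protein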
TDP2 inh: TDP2 (human) inhibition, absorbance primary screen; O95551; recombinant TDP2, T5PNP hydrolysis, p-nitrophenol absorbance 415 nm; inhibition, % at 12.8 µM; actives 0.34% (n = 370,000); AID 720702;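 active = inhibition above the mean of all tested compounds plus 3 SD, set per campaign, cut at about 25% in these data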;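 note: 0% = DMSO with enzyme and 100% = buffer with substrate but no TDP2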
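Material: recombinant human TDP2; quantity: TDP2 enzyme at 120 nM final; medium: Tris-HCl pH 7.5 with MgCl2; compound: single concentration, 12.8 µM nominal, with 1% DMSO; incubation: 2 h enzyme incubation at 37 °C; signal: epi absorbance; measure: percent inhibition; benchmarks: high control without enzyme, low control DMSO plus TDP2; repeats: singlicate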
SIAE inh: inhibitors of human sialic acid acetylesterase SIAE; Q9HAT2; SIAE FP-Rh probe binding, fluorescence polarization; inhibition, % at 9.66 µM; actives 0.69% (n = 370,000);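 active = inhibition above a cutoff: mean of compounds within the control limits plus 3 SD of those, cut at about 17% in these data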;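 note: 0% = plate median of compound wells and 100% = probe without SIAE protein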
rCAG RNA binder: binds r(CAG) RNA repeats. r(CAG) RNA repeat, TO-PRO-1 dye displacement fluorescence. inhibition, % at 3 µM. actives 1.3% (n = 370,000);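 active = inhibition above the plate cutoff, the mean of all test compounds on that plate plus 3 SD, cut at about 35% in these data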;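 note: 0% = DMSO alone and 100% = 100 µM mitoxantrone as full dye displacement; higher means more dye released from RNA so lower well fluorescence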
PRMT1 FP inh: blocks human protein arginine methyltransferase 1. actives 1.3% (n = 370,000). AID 652257. inhibition, % at 2.79 µM. Q99873. recombinant PRMT1, activity-based probe fluorescence polarization;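 active = inhibition above about 21% made by adding two undisclosed values, limit read from the data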
TCR CD3 inh: inhibitors of human TCR-CD3 interaction; AID 651800; TAMRA-labeled TCR probe fluorescence, biochemical; inhibition, % at 9.4 µM; actives 0.37% (n = 360,000); in the data active = inhibition above about 19%;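 note: recombinant mutant TCR 2C K166C tagged with TAMRA read by polarization; 0% = receptor in buffer alone and 100% = receptor with positive control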
PG9 Ab binder: binds the HIV-1 gp120 antibody PG9; actives 0.43% (n = 360,000); TR-FRET gp120-PG9 antibody binding; inhibition, % at 6.7 µM; in the data active = inhibition above about 8.5%
The depositor's hits bear a star; nt = not tested or not shown; & = joins results of further samples. Only part of the results is shown. The share of hits here may be higher or lower than overall.

SMILES	HTRA1 inh	LEDGF integ inh	mABHD4 FP	Rev-erbA mod	TDP2 inh	SIAE inh	rCAG RNA binder	PRMT1 FP inh	TCR CD3 inh	PG9 Ab binder
COc1ccc(C(CCN2CCOCC2)c2c(OC)cc(OC)c3c(C)cc(=O)oc23)cc1 (stereo not given)	-3.9	-3.0	-8.3	-2.1	-0.2	0.4	3.1	-1.0	4.9	0.1
OC(c1ccccc1)(c1ccccc1)C1CCN(C(=S)NCCc2ccccc2)CC1	nt	-1.9	-19.5	-1.1	0.9	-16.1	-3.8	-1.2	2.0	-1.4
CCOC(=O)N[C@H](C(=O)N1CCC[C@H]1C(=O)NC1CCCC1)c1ccccc1	nt	4.8	0.6	7.8	0.6	-4.5	2.0	-3.2	0.8	-0.4
CCOC(=O)N1CCC(NC(=O)CS(=O)(=O)Cc2nc(-c3ccccc3C)oc2C)CC1	-0.4	-3.3	-5.4	-7.7	-8.1	-6.5	-1.6	0.9	-9.2	0.1
CCCCC(=O)C1CCN(Cc2ccccc2)CC1	0.3	-0.9	5.0	1.9	-1.2	1.2	-6.1	-1.5	-2.0	-2.2
O=C(c1cccc(S(=O)(=O)NCc2ccccc2)c1)N1CCCCC1	-2.1	0.9	-2.4	-4.8	-21.7	-4.0	1.8	-2.3	-9.7	1.3
O=C(NCC1CCCO1)c1cccc(N2CCCC2=O)c1 (stereo not given)	-0.1	-3.2	6.0	3.1	-3.4	-1.8	-1.3	-3.0	2.2	0.9
O=C(CCNS(=O)(=O)c1ccccc1C(F)(F)F)N1CCN(c2ccccc2O)CC1	-2.6	3.7	7.4	2.8	4.4	6.5	1.3	0.7	-6.6	1.0
Fc1ccc(-c2ccc3c(c2)C2CC3CCN2)cc1 (stereo not given)	6.4	-1.1	-5.2	8.8	4.8	-2.3	9.7	-2.0	3.1	-0.7
O=C1NC(c2ccco2)Nc2ccccc21 (stereo not given)	4.6	-1.8	0.3	3.7	2.0	-0.6	-3.1	0.1	-6.1	-1.0
N#Cc1ccc(CSc2nnc(-c3ccccn3)n2-c2ccc(Cl)cc2)cc1	-1.0	2.7	0.5	-0.2	-6.6	3.8	-3.0	0.2	-2.2	-3.6
CCOC(=O)[C@@H]1[C@H]2COc3ccc(Br)cc3[C@H]2N2C(=O)N(c3ccc(C)cc3)C(=O)[C@]12C	-44.9	-3.8	-16.4	-0.3	4.1	-0.6	3.1	0.1	7.2	-1.1
Cc1ccccc1NC(=O)CSc1nnc(NC(=O)c2ccco2)s1	3.9	1.6	2.2	-6.5	10.2	-4.5	2.0	-3.0	2.6	0.6
Cc1ccc(NC(=O)Nc2cc(Cl)ccc2C2COC(=O)C2=N)cc1 (stereo not given)	-9.8	-4.4	2.4	4.9	-1.6	3.0	2.0	-2.3	8.8	-2.4
O=C(Cc1ccccc1)N/N=C/c1cccs1	-1.6	1.6	9.0	-0.7	-2.8	0.9	-0.2	-0.1	-7.8	0.4
C=CCn1c(O)c(CN2CCN(Cc3ccccc3)CC2)c(C)c(C#N)c1=O	4.9	1.6	4.7	5.6	0.2	-5.1	10.6	5.0	-6.9	-1.5
O=C1COc2ccc(C(=O)COC(=O)CNC(=O)C3CCCCC3)cc2N1	6.9	-5.2	-0.3	-0.9	2.3	-3.5	4.0	2.1	-3.8	-1.2
COc1ccc(CN2C(=O)c3cccnc3C2=O)cc1S(=O)(=O)N1CC(C)Oc2ccccc21 (stereo not given)	-2.5	1.7	-7.6	-0.4	-13.3	-1.1	6.7	4.7	-8.6	1.3
CC(=O)N(CC(=O)O)c1ccccc1C(=O)O	1.3	-4.8	2.5	0.4	-6.5	7.8	4.6	-2.6	2.9	-0.1
O=C(O)C#Cc1cccc2ccccc12	8.0	3.3	-5.2	-5.0	-19.8	2.4	3.1	-1.9	-6.0	-1.0
CC1(C(=O)NS(=O)(=O)c2cccc(F)c2)CCN1C(=O)Cc1ccccc1 (stereo not given)	nt	-1.4	3.5	-8.8	-4.0	5.7	3.5	0.3	1.4	0.7
O=C(NCCCn1ccnc1)c1noc2c1CCCC2	3.1	-0.9	5.1	-4.9	3.0	-0.8	0.7	-1.6	6.8	-0.3
COC(=O)c1sccc1NC(=O)CSCC(=O)O	7.2	-1.3	3.1	1.2	0.2	-4.2	2.1	2.4	-2.6	-1.5
Cc1ccc(C(=O)N2CCNC(=O)C2CC(=O)Nc2ccc(F)cc2)cc1C (stereo not given)	11.4	-1.9	2.2	3.6	12.1	5.3	-5.1	4.0	-0.4	2.3
Cc1ccc(C(=O)c2cc3ccccc3o2)cc1[N+](=O)[O-]	0.7	2.6	-0.1	2.1	-5.7	-0.8	-1.9	0.5	0.8	-1.7
COc1ccc(N(CC(=O)Nc2ccc3c(c2)OCO3)S(=O)(=O)c2c(C)nn(C)c2C)cc1	0.4	1.7	4.8	0.1	4.7	2.1	3.1	-0.6	-5.9	0.0
COc1ccc2cc(CCNC(=O)c3ccco3)c(=O)[nH]c2c1	3.8	2.4	-4.2	-3.0	18.2	8.1	-2.9	-0.9	-2.3	2.3
CCn1c(CCC(N)=O)nnc1SCC(=O)Nc1cccc(S(=O)(=O)N2CCCC2)c1	10.7	-3.5	6.7	0.2	1.1	-4.7	2.7	-1.3	-0.6	-0.2
CC(C)CNC(=O)C1(C)CCCCCN1C(=O)c1csnn1 (stereo not given)	nt	4.1	0.0	4.4	1.1	2.3	0.8	-1.8	6.4	0.8
CCOC(=O)C1(Cc2ccccc2)CCN(Cc2csc(C(C)=O)c2)CC1	0.8	7.6	-7.1	0.9	-9.7	-8.8	-10.3	-3.6	-2.6	-2.8
CN(C)C(=O)C(CCN1CCC(O)(c2ccc(Cl)cc2)CC1)(c1ccccc1)c1ccccc1	4.1	3.3	-0.5	8.8&5.3	-15.0	-2.9	2.1	-6.8	2.5	-0.4
COc1ccc(F)cc1C(=O)C1CCCN(Cc2ccc3c(c2)OCCO3)C1 (stereo not given)	-8.4	0.5	2.7	4.2	3.7	0.5	-7.2	0.9	-0.7	-0.4
CCCCC1CCC(C(=O)N(CCOC)c2c(N)n(CC(C)C)c(=O)[nH]c2=O)CC1 (stereo not given)	6.8	2.6	0.3	1.0	-27.4	-3.9	0.7	-0.6	-4.0	1.6
CCN1CCSc2ccc(C(=O)NCc3cccc(Br)c3)cc21	-2.4	-5.6	8.6	1.3	5.5	14.9	4.1	2.2	-3.8	0.2
CCC(C)N(C(=O)COC(=O)c1nc(Cl)ccc1Cl)C1CCS(=O)(=O)C1 (stereo not given)	-3.6	2.0	-3.3	-2.1	-4.0	3.9	-0.8	-2.5	1.4	-0.6
CC(NCc1cccc(OCc2ccccc2)c1)C(O)c1ccccc1 (stereo not given)	-1.1	-1.7	3.7	1.4	-5.5	-2.5	-1.6	0.9	2.6	0.4
CSCCC(NC(=O)c1ccc(Cl)cc1)C(=O)OCC(=O)N1CCCC1=O (stereo not given)	-2.3	1.4	6.3	-1.8	7.1	3.0	-3.3	0.3	4.8	1.9
COc1cc2c(cc1NC(=O)c1cncc(Br)c1)oc1ccccc12	-7.5	-0.2	-5.6	0.3	-0.2	-18.4	2.0	-0.5	-2.6	0.0
CCN1C(=O)C(CC(=O)Nc2cccc(C(C)=O)c2)S/C1=N\c1ccccn1 (stereo not given)	-4.3	1.2	1.0	2.1	3.9	-5.6	0.6	-1.6	-1.1	0.3
Cc1ccc(S(=O)(=O)N2CCN(c3nc(C)c4c(c3C#N)CC(C)(C)OC4)CC2)cc1	-10.5	-4.5	-0.2	1.7	-9.2	4.2	-1.5	-0.9	9.7	-2.8
CCN(C(=O)CSc1nccn1C)c1cccc2ccccc12	-2.1	3.2	6.0	0.0	-2.5	-6.7	0.3	-0.8	0.9	-1.5
O=C(c1ccc2nc(Cc3cccc(Cl)c3)oc2c1)N1CCC(O)CC1	-2.6	-2.2	-0.5	3.7	3.5	3.7	-7.1	-1.2	-0.1	-1.3
Cc1c(C(=O)Nc2cccc([N+](=O)[O-])c2)sc2ncn(CC(=O)N3CCOCC3)c(=O)c12	-0.1	-0.4	2.0	4.1	7.3	4.2	1.7	2.1	-1.5	-0.5
CNC(=O)c1ccc(NC(=O)CC2SC(N3CCCC3)=NC2=O)cc1 (stereo not given)	-0.7	1.5	2.1	-5.1	-1.1	-4.1	-0.4	-3.7	-3.5	-0.9
CCOC(=O)c1sc(NC(=O)CSc2nc3c(cc2C#N)CCCCC3)c(C#N)c1C	-8.1	1.2	3.9	30.4*	4.0	-1.7	2.0	-2.9	8.3	0.0
COc1ccccc1N1CCN(C(=O)c2ccc(CS(=O)(=O)c3ccccc3OC)o2)CC1	1.5	-2.0	0.6	-1.5	-4.7	-0.3	-0.9	-0.7	2.0	0.6
CC(Sc1ccc(S(=O)(=O)N2CCOCC2)cn1)C(=O)Nc1ccc(Cl)cc1Cl (stereo not given)	-1.1	-2.6	2.3	2.8	0.2	-2.4	3.3	-2.1	4.0	-2.3
COc1ccc2c(c1)CN1CN(Cc3ccc(F)cc3)S(=O)(=O)CC21 (stereo not given)	nt	5.2	-12.1	3.3	5.0	-2.0	3.0	-1.2	nt	nt
CC12CN3CC(C)(CN(C1)C3c1ccc(F)cc1)C2 (stereo not given)	5.3	-3.1	-5.0	4.8	-13.9	1.8	-2.9	6.8	-8.6	-1.2
CCN1CCCC1Cn1cnc2c([nH]c3cc(OC)ccc32)c1=O (stereo not given)	-0.3	-3.0	1.0	5.4	2.7	-5.1	2.5	-2.5	0.5	-0.1
CCCCOP(=O)(OCCCC)C(Nc1ccc(C(=O)OCC)cc1)c1ccncc1 (stereo not given)	-6.4	1.7	2.0	5.6	-1.8	7.6	-12.2	-2.1	-2.1	-1.6
Nc1[nH]c(C(=O)c2ccccc2)c(-c2ccccc2C(F)(F)F)c1C(=O)NCc1cccc2ccccc12	nt	3.0	-0.4	-5.7	0.6	-4.1	6.5	-2.8	3.0	-0.3

Profiles from above. Order of values: HTRA1 inh | LEDGF integ inh | mABHD4 FP | Rev-erbA mod | TDP2 inh | SIAE inh | rCAG RNA binder | PRMT1 FP inh | TCR CD3 inh | PG9 Ab binder
CCN1CCCC1Cn1cnc2c([nH]c3cc(OC)ccc32)c1=O (stereo not given) in the list: -0.3 | -3.0 | 1.0 | 5.4 | 2.7 | -5.1 | 2.5 | -2.5 | 0.5 | -0.1
CCN(C(=O)CSc1nccn1C)c1cccc2ccccc12 in the list: -2.1 | 3.2 | 6.0 | 0.0 | -2.5 | -6.7 | 0.3 | -0.8 | 0.9 | -1.5
COc1ccccc1N1CCN(C(=O)c2ccc(CS(=O)(=O)c3ccccc3OC)o2)CC1 in the list: 1.5 | -2.0 | 0.6 | -1.5 | -4.7 | -0.3 | -0.9 | -0.7 | 2.0 | 0.6
CC(Sc1ccc(S(=O)(=O)N2CCOCC2)cn1)C(=O)Nc1ccc(Cl)cc1Cl (stereo not given) in the list: -1.1 | -2.6 | 2.3 | 2.8 | 0.2 | -2.4 | 3.3 | -2.1 | 4.0 | -2.3
CCOC(=O)c1sc(NC(=O)CSc2nc3c(cc2C#N)CCCCC3)c(C#N)c1C in the list: -8.1 | 1.2 | 3.9 | 30.4* | 4.0 | -1.7 | 2.0 | -2.9 | 8.3 | 0.0

Screening data from PubChem BioAssay.
